Screening data: PubChem, National Center for Advancing Translational Sciences (NCATS)
APE1 inh = inhibitors of human APE1 endonuclease; P27695; recombinant APE1, TAMRA/BHQ-2 abasic DNA cleavage fluorescence; Potency, µM (top dose mostly 65.8 µM), for the others: top-dose activity change, negative = inhibition, hits mostly inhibitors; hit rate 0.35% among 350,000;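 also: plate controls were vehicle for no effect and reference inhibitor for full effect; nearly all actives have a fitted effect of over 55% in size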
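Substrate: short duplex with […] THF abasic site, 5'-TAMRA and 3'-BHQ-2, 50 nM final. APE1 at 0.75 nM, preincubated 15 min RT with compound. Fluorescence increase from first to third read measured activity.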
Pol eta inh = blocks human DNA polymerase eta activity | Potency, µM (titrated, usually from 114 µM), without a hit: at the top dose activity change, negative = inhibition, actives largely listed as inhibitors | Q9Y253 | hit rate 1.2% among 390,000 | AID 588591 | recombinant Pol eta, fluorescent DNA replication assay; also: % is scaled to controls: 0 for no effect and ±100 for the full control effect
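Fluorescent replication assay: 50 nM final substrate added after a 15 min room-temperature compound preincubation with 10 nM enzyme. Signal taken at 0 min and again at 10 min.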
Anesthetic bind = binds horse apoferritin like a general anesthetic. apoferritin/1-aminoanthracene competitive binding, fluorescence. Potency, µM (highest dose often 77.5 µM), for inactives: at the top dose activity change, negative = displacement, most hits filed as inhibitors. hit rate 0.074% among 350,000. AID 485281; also: % is scaled to controls: 0 for no effect and ±100 for the full control effect; nearly all actives have a fitted effect of over 20% in size
Target sequence (P02791 2-175 limits assumed): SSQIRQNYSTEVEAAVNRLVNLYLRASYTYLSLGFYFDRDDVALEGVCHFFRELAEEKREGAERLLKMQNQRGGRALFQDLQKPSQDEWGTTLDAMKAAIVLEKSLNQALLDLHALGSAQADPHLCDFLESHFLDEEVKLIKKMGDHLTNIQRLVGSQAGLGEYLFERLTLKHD
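Horse-spleen apoferritin (10 uM) in 50% saturated 1-aminoanthracene in PBS was incubated 10 min at room temperature with compound. Fluorescence (ex 380, em 535 nm) was normalized to free and bound 1-AMA, with concentration-response fitted by a four-parameter Hill equation.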
POLI inh = inhibitors of human DNA polymerase iota | Q9UNA4 | Pol iota fluorescent replication assay, 10 min | Potency, µM (doses to about 115 µM), without a hit: at the highest dose activity, negative = inhibition, hits mostly inhibitors | hit rate 1% among 390,000
Target sequence (Q9UNA4 whole entry, looked up): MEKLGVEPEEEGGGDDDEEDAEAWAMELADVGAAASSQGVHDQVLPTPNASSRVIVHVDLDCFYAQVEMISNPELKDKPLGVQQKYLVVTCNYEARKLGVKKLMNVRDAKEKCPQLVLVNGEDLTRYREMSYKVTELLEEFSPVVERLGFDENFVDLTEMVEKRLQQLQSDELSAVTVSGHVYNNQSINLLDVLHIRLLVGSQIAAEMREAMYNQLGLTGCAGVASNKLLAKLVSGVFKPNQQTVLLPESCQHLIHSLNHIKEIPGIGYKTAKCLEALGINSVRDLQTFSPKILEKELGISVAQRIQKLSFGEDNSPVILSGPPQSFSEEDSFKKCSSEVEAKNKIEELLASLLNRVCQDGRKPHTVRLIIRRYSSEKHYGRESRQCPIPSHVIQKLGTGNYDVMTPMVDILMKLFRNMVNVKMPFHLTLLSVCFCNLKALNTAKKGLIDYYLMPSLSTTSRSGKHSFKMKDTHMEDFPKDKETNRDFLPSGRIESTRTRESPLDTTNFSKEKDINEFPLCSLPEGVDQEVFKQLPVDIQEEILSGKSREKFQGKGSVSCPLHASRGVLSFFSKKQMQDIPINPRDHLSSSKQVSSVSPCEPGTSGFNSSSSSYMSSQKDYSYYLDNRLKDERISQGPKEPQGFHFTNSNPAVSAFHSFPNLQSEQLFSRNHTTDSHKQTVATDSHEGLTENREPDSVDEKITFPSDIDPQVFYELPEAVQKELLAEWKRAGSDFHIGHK
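Fluorescent replication assay read twice, at 0 min and 10 min after adding 50 nM (final) substrate. Enzyme (10 nM) and compounds were first incubated 15 min at room temperature; enzyme-free buffer wells were negative controls.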
BLM helicase inh = blocks DNA unwinding by human BLM helicase | hit rate 0.2% among 350,000 | AID 2528 | recombinant BLM DNA unwinding, fluorescence dequenching | Potency, µM (titrated, usually from 56.1 µM), without a hit: top-dose activity change, negative = inhibition, actives largely listed as inhibitors | P54132;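 also: plate controls were vehicle for no effect and no enzyme for full effect; nearly all actives have a fitted effect of over 35% in size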
Pol kappa inh = blocks human DNA polymerase kappa activity | Potency, µM (doses to about 107 µM), for inactives: at the top dose activity, negative = inhibition, usual class: inhibitors | purified Pol kappa, fluorescent DNA synthesis assay, 10 min | hit rate 0.53% among 400,000 | AID 588579; also: % is scaled to controls: 0 for no effect and ±100 for the full control effect
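10 nM Pol kappa preincubated 15 min at room temperature with compounds, then reaction started with substrate at 50 nM final. Fluorescence read kinetically at 0 and 10 min; buffer-only wells served as negative control.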
G9a inh = G9a (human) methyltransferase inhibition | Potency, µM (titrated, usually from 102 µM), for the others: top-dose activity, negative = inhibition, usual class: inhibitors | hit rate 8.8% among 350,000 | G9a H3K9 monomethylation, AlphaScreen, 2 h; also: % is scaled to controls: 0 for no effect and ±100 for the full control effect; nearly all actives have a fitted effect of over 75% in size
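Compounds were preincubated with 20 nM G9a for 15 min, after which biotinylated H3K9 peptide (500 nM) and SAM (20 uM) started a 2 h room-temperature reaction. Monomethylated product was quantified by antibody-based AlphaScreen chemiluminescence.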
BAZ2B block = blocks human BAZ2B | hit rate 4.4% among 360,000 | Q9UIF8 | Potency, µM (top dose mostly 114 µM), for the others: at the top dose activity change, negative = inhibition, most hits filed as inhibitors | AlphaScreen BAZ2B-H3K14Ac peptide displacement | AID 504333; also: % is scaled to controls: 0 for no effect and ±100 for the full control effect; nearly all actives have a fitted effect of over 60% in size
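AlphaScreen luminescence quantifies BAZ2B engagement of H3K14Ac peptide; the protein and biotinylated peptide are both at 50 nM final, buffer PBS pH 7.4 with 0.01% Tween-20, all steps at room temperature.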
Pol beta inh = DNA polymerase beta (human) inhibition | Pol beta primer extension/strand displacement, fluorescence kinetic | hit rate 1.3% among 340,000 | Potency, µM (titrated, usually from 114 µM), without a hit: at the top dose activity change, negative = inhibition, most hits filed as inhibitors | AID 485314; also: % is scaled to controls: 0 for no effect and ±100 for the full control effect
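Pol beta (10 nM) and compounds were preincubated 15 min at room temperature, then 50 nM substrate (final) started primer extension/strand displacement. Reads were taken at 0 and 10 min; concentration-response data were fitted to a four-parameter Hill equation.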
Numbers without * were called inactive; & = joins results of further samples; [ ] = another dose, or the depositor's remark. Calls follow the shape of the dose curve; as a rule, active = well fitted curve in the direction sought with a large enough effect; inconclusive = small, poorly fitted or top-dose-only effect, or another doubt; inactive = no such curve, though single readings can be large; an effect the other way counts as inactive or inconclusive. Potency is read from the fitted curve at half-maximal effect. A portion of the library; the hit share may differ from the screen's.

Results for COCCn1nnnc1C(c1ccc(C)cc1)N1CCN(Cc2ccc3c(c2)OCO3)CC1 (stereo unspecified) ?
APE1 inh: 1%; Pol eta inh: -19%; Anesthetic bind: -13%; POLI inh: 4%; BLM helicase inh: -1%; Pol kappa inh: -11%; G9a inh: 1%; BAZ2B block: 1%; Pol beta inh: 19%

How did CN(C)C(CNC(=O)c1ccc2ccccc2n1)c1ccccc1 (stereo unspecified) do in these assays?
APE1 inh: 61%[activator]; Pol eta inh: 1%; Anesthetic bind: 4%; POLI inh: 129%[activator]; BLM helicase inh: 5%; Pol kappa inh: -2%; G9a inh: 6%; BAZ2B block: -23%; Pol beta inh: -10%

Results for COC(=O)c1ccc(Cn2cnc3nc4c(cc3c2=O)CCCC4)cc1 ?
Pol eta inh: -17%; Anesthetic bind: -1%; POLI inh: 1%; BLM helicase inh: 2%; Pol kappa inh: -2%[60.1 µM]; G9a inh: -3%[59 µM]; BAZ2B block: -3%; Pol beta inh: 0%

Results for NC(=O)c1c(NC(=O)CS(=O)(=O)c2ccc(Cl)cc2)sc2c1CCCCC2 ?
Pol eta inh: 7%; Anesthetic bind: -3%; POLI inh: -19%; BLM helicase inh: -5%; Pol kappa inh: -7%[60.1 µM]; G9a inh: -5%[59 µM]; BAZ2B block: -14%; Pol beta inh: inconclusive

Results for CC(=O)N1CCN(S(=O)(=O)c2cccc(C(=O)OCc3cccc(F)c3)c2)CC1 ?
APE1 inh: 11%; Pol eta inh: -1%; POLI inh: 30%; Pol kappa inh: 5%; G9a inh: 13%[12.7 µM]; BAZ2B block: 10%

How did CCOc1ccccc1N(CC(=O)NC1CCCC1)C(=O)CCC(=O)Nc1cc(C)on1 do in these assays?
APE1 inh: -3%; Pol eta inh: -6%; Anesthetic bind: -10%; POLI inh: 19%; BLM helicase inh: -1%; Pol kappa inh: -4%; G9a inh: 11%[12.7 µM]; BAZ2B block: 7%; Pol beta inh: 2%

What do the screens show for `CCOC(=O)c1c(NC(=O)Nc2ccc(Cl)cc2)sc(C)c1C`?
APE1 inh: 2%; Pol eta inh: -12%; Anesthetic bind: -5%; POLI inh: 16%; BLM helicase inh: 1%; Pol kappa inh: -2%; G9a inh: 30%[0.501 µM]; BAZ2B block: -4%; Pol beta inh: -11%

Results for NCC(=O)N[C@@H](CCCN=C(N)N)C(=O)NCC(=O)N[C@@H](CC(=O)O)C(=O)N[C@@H](CO)C(=O)O ?
APE1 inh: 0%; Anesthetic bind: 5%; BLM helicase inh: -1%; Pol kappa inh: 9%[60.1 µM]

How did CC1CCN(C(=O)CN2C(=O)NC3(CCCc4ccccc43)C2=O)CC1 (stereo unspecified) do in these assays?
APE1 inh: 6%; Pol eta inh: 2%; POLI inh: 13%; Pol kappa inh: -6%; G9a inh: inconclusive; BAZ2B block: 19%

How did O=[N+]([O-])c1ccn(-c2nc(-c3cccs3)cc(C(F)(F)F)n2)n1 do in these assays?
APE1 inh: 6%; Pol eta inh: -13%; Anesthetic bind: -7%; POLI inh: 27%; BLM helicase inh: -5%; Pol kappa inh: 7%; G9a inh: 17%[59 µM]; BAZ2B block: -11%; Pol beta inh: 2%

What do the screens show for `O=C(NCc1ccco1)c1ccc(CS(=O)(=O)c2cccc(C(F)(F)F)c2)o1`?
APE1 inh: -5%; Pol eta inh: -14%; Anesthetic bind: -17%; POLI inh: 12%; BLM helicase inh: -5%; Pol kappa inh: -1%; G9a inh: 5%[59 µM]; BAZ2B block: -5%; Pol beta inh: 24%

What do the screens show for `COc1ccc(C(=O)Nn2c(SCc3ccc([N+](=O)[O-])cc3)nc3ccccc3c2=O)cc1`?
APE1 inh: -3%; Pol eta inh: -9%; Anesthetic bind: -16%; POLI inh: inconclusive; BLM helicase inh: -2%; Pol kappa inh: 9%; G9a inh: -15%; BAZ2B block: -10%; Pol beta inh: 27%

How did CCN(CC)C(=O)CC(c1ccc(N(C)C)cc1)c1c(OC)cc(OC)c2c(-c3ccccc3)cc(=O)oc12 (stereo unspecified) do in these assays?
APE1 inh: -12%&-3%; Pol eta inh: -18%; Anesthetic bind: inconclusive; POLI inh: 70%&12%[activator]; BLM helicase inh: -12%&-15%; Pol kappa inh: -12%&-5%; G9a inh: -46%[12.7 µM]; BAZ2B block: 20µM*; Pol beta inh: inconclusive

Results for CCC(C(=O)NC1CCCC1)N(C(=O)Cn1nnc(-c2ccc(C)o2)n1)C(C)(C)C (stereo unspecified) ?
APE1 inh: 7%; Pol eta inh: -10%; Anesthetic bind: -14%; POLI inh: 24%; BLM helicase inh: -5%; Pol kappa inh: -2%; G9a inh: 32µM*; BAZ2B block: 5%; Pol beta inh: 4%

What do the screens show for `COC(=O)Nc1ccc(C)c(NC(=O)OC)c1`?
APE1 inh: -5%; Pol eta inh: -13%; Anesthetic bind: -17%; POLI inh: 18%; BLM helicase inh: -4%; Pol kappa inh: -2%; G9a inh: -32%[59 µM]; BAZ2B block: -16%; Pol beta inh: 5%

How did CC1CN(c2nc3ccccc3nc2C(C#N)C(=O)NCc2ccc3c(c2)OCO3)CC(C)O1 (stereo unspecified) do in these assays?
APE1 inh: -6%; Pol eta inh: -2%; Anesthetic bind: -2%; POLI inh: 8%; BLM helicase inh: -2%; Pol kappa inh: -13%; G9a inh: -1%[12.7 µM]; BAZ2B block: 8%; Pol beta inh: -17%

How did O=C(NC12CC3CC(CC(C3)C1)C2)N1CCN(c2ccccn2)CC1 do in these assays?
APE1 inh: 10%; Pol eta inh: -1%; Anesthetic bind: -10%; POLI inh: -1%; BLM helicase inh: 2%; Pol kappa inh: -11%; G9a inh: 3%[59 µM]; BAZ2B block: 13%; Pol beta inh: 3%

How did CC[C@H](C)[C@H](NC(=O)[C@@H](NC(=O)CNC(=O)[C@@H](N)CC(C)C)[C@@H](C)O)C(=O)N1CCC[C@H]1C(=O)NCC(=O)O do in these assays?
APE1 inh: 3%; Anesthetic bind: 1%; BLM helicase inh: -1%; Pol kappa inh: 15%[60.1 µM]

How did COc1ccccc1NC(=O)CSc1nnc(CC(=O)Nc2ccccc2C)n1C do in these assays?
APE1 inh: 44%; Pol eta inh: -1%; Anesthetic bind: 3%; POLI inh: 24%; BLM helicase inh: -1%; Pol kappa inh: 9%; G9a inh: -9%; BAZ2B block: 1%; Pol beta inh: 22%

Results for Cc1cccc(NC(=O)CCN2C(=O)C3C4C=CC(C4)C3C2=O)n1 (stereo unspecified) ?
APE1 inh: 3%; Pol eta inh: -15%; Anesthetic bind: -5%; POLI inh: -9%; BLM helicase inh: -4%; Pol kappa inh: -1%; G9a inh: -5%; BAZ2B block: -3%; Pol beta inh: 2%

What do the screens show for `CCCOC(=O)c1ccc(OCC(O)Cn2c(C)nc3ccccc32)cc1` (stereo unspecified)?
APE1 inh: 2%; Pol eta inh: inconclusive; Anesthetic bind: 1%; POLI inh: 24%; BLM helicase inh: -3%; Pol kappa inh: -7%; G9a inh: -12%[59 µM]; BAZ2B block: 3%; Pol beta inh: -22%

How did CC(=O)c1cccc(NC(=O)CCc2c(C)nc3c(c(C)nn3-c3ccccc3)c2C)c1 do in these assays?
Pol eta inh: -15%; Anesthetic bind: -11%; POLI inh: 0%; BLM helicase inh: -5%; Pol kappa inh: -1%; G9a inh: 4%[59 µM]; BAZ2B block: -1%; Pol beta inh: 2%

What do the screens show for `CCc1c(C)nc2c(OC)cccc2c1Cl`?
APE1 inh: 1%; Pol eta inh: -14%; Anesthetic bind: inconclusive; POLI inh: 14%&-8%; BLM helicase inh: -2%; Pol kappa inh: 12%&13%; G9a inh: 4%; BAZ2B block: 0%; Pol beta inh: -15%

How did CC(NC(=O)c1ccc(Br)cc1)C(=O)NC1=NCCS1 (stereo unspecified) do in these assays?
APE1 inh: -4%; Pol eta inh: -1%; Anesthetic bind: -4%; POLI inh: 34%[activator]; BLM helicase inh: 1%; Pol kappa inh: 4%; G9a inh: -17%; BAZ2B block: -11%; Pol beta inh: -17%

What do the screens show for `COc1ccc(CN2CCNC(=O)C2CC(=O)N(C)Cc2nccs2)cc1OC` (stereo unspecified)?
APE1 inh: 14%; Pol eta inh: -21%; Anesthetic bind: -7%; POLI inh: 60%[activator]; BLM helicase inh: -1%; Pol kappa inh: -3%; BAZ2B block: 0%; Pol beta inh: 29%

Results for CCOC(=O)Cn1c(C)c(Br)c(=O)c2cccc(C)c21 ?
APE1 inh: inconclusive; Pol eta inh: -3%; Anesthetic bind: -13%; POLI inh: 12%; BLM helicase inh: -7%; Pol kappa inh: -6%; G9a inh: 131%[activator]; BAZ2B block: 138%[activator]; Pol beta inh: 12%

Results for CCOc1ccccc1NC(=O)CCc1c(C)nc2c(c(C)nn2-c2ccccc2)c1C ?
Pol eta inh: -7%; Anesthetic bind: -2%; POLI inh: 16%; BLM helicase inh: -4%; Pol kappa inh: -4%; G9a inh: -10%[59 µM]; BAZ2B block: -1%; Pol beta inh: 5%

How did COc1ccc(CCNc2ccc(C(=O)O)cc2[N+](=O)[O-])cc1OC do in these assays?
APE1 inh: 1%; Pol eta inh: -15%; Anesthetic bind: -14%; POLI inh: -8%; BLM helicase inh: 2%; Pol kappa inh: -3%; G9a inh: inconclusive; Pol beta inh: -9%

Results for C/C(=N\NC(=O)c1cccc(Br)c1)c1ccc(Br)cc1 ?
APE1 inh: 9%; Pol eta inh: 6%; Anesthetic bind: -16%; POLI inh: 2%; BLM helicase inh: 0%; Pol kappa inh: -12%; G9a inh: 16%; BAZ2B block: -26%; Pol beta inh: -1%

How did O=S(=O)(NCc1ccccc1)NCc1ccccc1F do in these assays?
APE1 inh: -1%; Pol eta inh: -12%; Anesthetic bind: -4%; POLI inh: 33%; BLM helicase inh: -14%; Pol kappa inh: 0%; G9a inh: 8%; BAZ2B block: 4%; Pol beta inh: -12%
